Assay outcomes from PubChem.
SMN2 splice enh – qHTS Assay for Enhancers of SMN2 Splice Variant Expression. 2.8% of 210,000 active. AID 1458, 2008. Potency, µM (series often up to 46.1 µM), inactives show at the top dose activity change, positive = activation, usual class: activators. HEK293 SMN2-luciferase splicing reporter, luminescence, 30-36 h; also: % of control where 0% means no effect; nearly all actives have a fitted effect of over 55% in size
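qHTS luciferase splicing reporter: luminescence rises when SMN2 exon 7 is included in transfected HEK293 cells. Compound exposure lasted 30-36 h at 37C, with 4.5 mM final sodium butyrate as control, followed by a ONE-Glo read.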
NPSR antagonist – qHTS Assay for Antagonists of the Neuropeptide S Receptor: cAMP Signal Transduction; CHO-NPSR cells, cAMP TR-FRET, antagonist mode; AID 1461, 2008; Potency, µM (titrated, usually from 38.3 µM), for the others: top-dose activity change, negative = inhibition, hits mostly inhibitors; Q6W5P4; 1% of 220,000 active; also: % is scaled to controls: 0 for no effect and ±100 for the full control effect; nearly all actives have a fitted effect of over 50% in size; many of its hits are not listed in these tables
Target sequence (Q6W5P4 whole entry, looked up): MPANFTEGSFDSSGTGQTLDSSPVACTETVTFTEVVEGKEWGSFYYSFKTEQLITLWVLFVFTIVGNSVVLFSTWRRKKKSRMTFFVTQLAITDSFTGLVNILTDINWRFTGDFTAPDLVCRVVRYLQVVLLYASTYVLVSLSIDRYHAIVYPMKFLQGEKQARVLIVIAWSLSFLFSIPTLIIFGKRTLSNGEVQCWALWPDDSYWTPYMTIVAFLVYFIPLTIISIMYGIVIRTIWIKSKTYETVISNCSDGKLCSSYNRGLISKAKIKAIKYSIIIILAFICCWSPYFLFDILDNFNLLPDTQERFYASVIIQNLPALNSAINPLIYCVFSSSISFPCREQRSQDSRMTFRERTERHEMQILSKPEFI
JMJD2E inh – qHTS Assay for Inhibitors of Human Jumonji Domain Containing 2E (JMJD2E). AID 2147, 2009. Lysine-specific demethylase 4E (Homo sapiens), B2RXH2. JMJD2E catalytic domain, FDH-coupled NADH fluorescence (FDH is formaldehyde dehydrogenase). 1.6% of 230,000 active. Potency, µM (titrated, usually from 57.1 µM), for inactives: top-dose activity change, negative = inhibition, actives largely listed as inhibitors; active = well fitted inhibition curve with a large enough effect, not every such curve was filed as active; inconclusive = small, poorly fitted or top-dose-only effect, or another doubt; inactive = no such curve, though single readings can be large or run the other way;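 also: 0% = wells with enzyme and -100% = buffer wells without enzyme; nearly all actives have a fitted effect of over 50% in size; many of its hits are not listed in these tables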
Target sequence (B2RXH2 1-337 limits assumed): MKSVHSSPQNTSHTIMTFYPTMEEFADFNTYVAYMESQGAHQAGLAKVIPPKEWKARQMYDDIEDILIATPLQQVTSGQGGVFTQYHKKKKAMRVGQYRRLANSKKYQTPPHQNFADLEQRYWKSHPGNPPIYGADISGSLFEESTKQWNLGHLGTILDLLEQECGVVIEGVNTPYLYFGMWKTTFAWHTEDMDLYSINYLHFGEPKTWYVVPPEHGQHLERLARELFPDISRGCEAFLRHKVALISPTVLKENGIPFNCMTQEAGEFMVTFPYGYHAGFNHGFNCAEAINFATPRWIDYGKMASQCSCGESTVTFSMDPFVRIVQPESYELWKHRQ
IMPase Li cell – qHTS Assay for Identifying the Cell-Membrane Permeable IMPase Inhibitors: Potentiation with Lithium; CHO-M1 cells, IP1 TR-FRET (IP-One), carbachol + lithium; Potency, µM (series often up to 59.4 µM), without a hit: at the top dose activity, negative = IMPase inhibition, hits mostly inhibitors; 0.35% of 210,000 active;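 also: IP1 builds up when IMPase is blocked and the TR-FRET signal falls; plate controls were basal vehicle for no effect and high inhibitor control for full effect; nearly all actives have a fitted effect of over 50% in size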
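CHO cells stably expressing M1 receptor (2000/well) were cultured 16–30 h, then exposed to compounds with a small lithium addition for 30 min at 37C. IP1 was measured by TR-FRET competition; AC50 from Hill fits.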
Epigenetic reg – Quantitative High-Throughput Screen for Regulators of Epigenetic Control. AID 1865, 2009. murine LDR cells, GFP reporter derepression, 30 h. 0.2% of 280,000 active. Potency, µM (highest dose often 53.9 µM), inactives show top-dose GFP activation, actives largely listed as activators; also: % of control where 0% means no effect; nearly all actives have a fitted effect of over 60% in size
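In this reporter-derepression format, murine cells bearing a silenced integrated CMV-GFP locus incubate with test compound (30 h, 37 C), then are washed and imaged; fluorescent objects of 20–120 um count as induced cells.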
KinaseGlo FLuc – Counterscreen for Luciferase (Kinase-Glo TM) Inhibition. 0.28% of 200,000 active. Potency, µM (series often up to 38.3 µM), for inactives: top-dose activity change, negative = inhibition, hits mostly inhibitors. Kinase-Glo luciferase, ATP luminescence, 8 min. Luciferin 4-monooxygenase (Photuris pensylvanica), Q27757. AID 1379, 2008; also: % is scaled to controls: 0 for no effect and ±100 for the full control effect; nearly all actives have a fitted effect of over 60% in size
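Luminescence was the read-out, taken after 8-minute incubation at ambient temperature. Luciferase turned over luciferin with 10 uM ATP in imidazole pH 7.2 buffer containing KCl, MgCl2, Tween 20 and BSA.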
RECQ1 inh – qHTS Assay for Inhibitors of RecQ-Like Dna Helicase 1 (RECQ1); RECQ1 DNA unwinding, red fluorescence kinetic read; Potency, µM (top dose mostly 57.3 µM), inactives show at the highest dose activity, negative = inhibition, most hits filed as inhibitors; 0.54% of 240,000 active; ATP-dependent DNA helicase Q1 (Homo sapiens), P46063;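 also: plate controls were vehicle for no effect and no enzyme for full effect; nearly all actives have a fitted effect of over 30% in size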
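RECQ1T1 50 nM; forked duplex (20 bp + 30-nt ss tails) 200 nM, ATP 2 mM final; pH 8.0, 2 mM MgCl2, 2.5 ug/ml poly(dI-dC); 15 min compound preincubation; discontinuous kinetic read over 2 h at RT.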
GoLoco inh red – qHTS Assay for Inhibitors of RGS12 GoLoco Motif Activity (Red Fluorophore) | Guanine nucleotide-binding protein G(i) subunit alpha-1 (Homo sapiens), P63096 | Gai1:RGS12 GoLoco peptide FP, rhodamine, 10 min | AID 880, 2007 | Potency, µM (titrated, usually from 61.6 µM), for the others: top-dose activity, negative = inhibition, most hits filed as inhibitors | 0.44% of 230,000 active; active = well fitted inhibition curve with a large enough effect, not every such curve was filed as active; inactive = no such curve, though single readings can be large or run the other way; also: % is scaled to controls: 0 for no effect and ±100 for the full control effect; nearly all actives have a fitted effect of over 30% in size; many of its hits are not listed in these tables
Target sequence (P63096 whole entry, looked up): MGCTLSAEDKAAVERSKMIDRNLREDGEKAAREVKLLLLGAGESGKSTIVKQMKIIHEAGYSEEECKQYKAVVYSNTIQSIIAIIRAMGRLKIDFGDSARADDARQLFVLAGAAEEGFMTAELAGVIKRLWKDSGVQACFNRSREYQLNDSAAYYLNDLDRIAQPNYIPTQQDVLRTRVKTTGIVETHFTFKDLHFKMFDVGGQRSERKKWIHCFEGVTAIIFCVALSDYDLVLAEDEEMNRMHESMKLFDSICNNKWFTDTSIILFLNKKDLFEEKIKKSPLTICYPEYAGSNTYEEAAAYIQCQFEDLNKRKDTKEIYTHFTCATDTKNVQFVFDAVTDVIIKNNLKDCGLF
* marks the source's active call; other numbers are inactive results; i = inactive; ? = inconclusive; . = not tested or not shown; [ ] = remark or other dose. Unless noted, calls follow the shape of the dose curve; as a rule, active = well fitted curve in the direction sought with a large enough effect; inconclusive = small, poorly fitted or top-dose-only effect, or another doubt; inactive = no such curve, though single readings can be large; an effect the other way counts as inactive or inconclusive. Potency is read from the fitted curve at half-maximal effect. A portion of the library; rates above refer to the full screens.

SMILES	SMN2 splice enh	NPSR antagonist	JMJD2E inh	IMPase Li cell	Epigenetic reg	KinaseGlo FLuc	RECQ1 inh	GoLoco inh red
CCn1c(C)nc2cc(C(=O)NNC(=O)CCC3CCCCC3)ccc21	-8%	21%	-5%	-2%	8.4%	-1%	-8%	58%[activator]
COc1ccc(C2C(C(=O)N3CCC(C)CC3)c3ccccc3C(=O)N2C)cc1 (stereo not given)	13%	-2%[46.1 µM]	1%	4%	0.0%	1%	-4%	-5%
COc1cccc(/C=N/NC(=O)CN2CC(c3ccccc3)CC2=O)c1OC (stereo not given)	3%	10%	?	2%	-1.1%	3%	-10%	-2%
C=CCNC(=O)c1cc(Cl)ccc1[N+](=O)[O-]	-24%	12%	2%	0%	0.0%	-3%	-3%	8%
O=C(NNS(=O)(=O)c1ccc(Cl)cc1)NC1CCCCC1	-20%	-7%[46.1 µM]	-3%	8%[38.3 µM]	0.0%	-2%	-1%	10%
O=C(Nc1ccc2nc(C3CC3)n(Cc3ccc(F)cc3)c(=O)c2c1)c1ccco1	?	-29%[46.1 µM]	-2%	23%[38.3 µM]	-2.4%	-7%	-7%	8%
Cc1ccc(-c2csc(NC(=O)C3CC(=O)N(Cc4ccco4)C3)n2)cc1 (stereo not given)	-15%	2%	-2%	24%	7.4%	3%	-7%	5%
CCC(=O)OCC(=O)Nc1ccc([N+](=O)[O-])cc1OC	0%	10%	-1%	-6%	-1.2%	-1%	i	17%
O=C(Cn1nc(C(F)(F)F)c2c1CCC2)NC1CCCCC1	0%	-8%[7.67 µM]	0%	5%[38.3 µM]	4.4%	0%	i	8%
CCOC(=O)C1CCN(C(=O)Nc2ccc(C)c(Cl)c2)CC1	.	-4%	2%	.	2.1%	.	-3%	2%
Cc1cccc(N(C(=O)Cn2nnc(-c3ccc(F)cc3)n2)C(C(=O)NC(C)(C)C)c2ccncc2)c1 (stereo not given)	1%	-55%	-16%	12%	5.4%	-1%	-12%	175%[activator]
CCOc1ccc(NC(=O)COc2nsnc2N2CCOCC2)cc1	25%	18%	4%	3%	0.1%	-3%	-1%	-4%
COC(=O)C1=C(C)NC(=O)/C1=C\c1cccs1	-5%	-3%[46.1 µM]	3%	2%[38.3 µM]	-1.5%	15%	-1%	1%
CCOc1ccc(S(=O)(=O)N2CCCCCC2)cc1	-8%	?	7%	14%[38.3 µM]	-1.6%	-2%	-3%	-2%
O=C(O)[C@@H](O)[C@@H](O)[C@@H](O)[C@@H](O)c1nc2ccccc2s1	-6%[9.22 µM]	.	.	0%	.	-6%[7.66 µM]	.	0%[14.2 µM]
O=C/C(=C\Nc1ccc(Cl)cn1)c1nc2cc(Cl)ccc2o1	-1%	-1%[46.1 µM]	2%	-4%[38.3 µM]	3.5%	1%	i	25%
O=c1[nH]c(-c2ccc(Cl)cc2)nc2c1cnn2-c1ccccc1	1%	-3%[46.1 µM]	5%	?	-2.2%	7%	-5%	3%
CC1CC(Nc2cccc(O)c2)=CC(=O)O1 (stereo not given)	12%	-5%[46.1 µM]	8%	3%[38.3 µM]	1.0%	-4%	i	17%
CCOc1ccc(S(=O)(=O)Nc2cc(OC)ccc2OC)cc1	-8%	?	1%	14%[38.3 µM]	0.0%	3%	-4%	0%
Cc1ccc(CN2CCN(C3CCOCC3)CC2CCO)cc1 (stereo not given)	.	-14%	-4%	.	-0.9%	.	-7%	-2%
S=C(NC1CC1)NC1CCCc2ccccc21 (stereo not given)	-14%	-5%	-1%	-2%	2.0%	-2%	0%	0%
Cc1c(-n2cc(C(=O)c3cc(Cl)ccc3O)cc(C#N)c2=O)c(=O)n(-c2ccccc2)n1C	-2%	-10%[46.1 µM]	-4%	9%[38.3 µM]	-1.2%	-1%	i	10%
CCOC(=O)C1(Cc2cccc(OC)c2)CCN(Cc2ccon2)CC1	.	4%	-1%	.	-4.2%	.	3%	10%
COc1ccc(Cc2nnc(N/N=C/c3ccc(O)cc3O)[nH]c2=O)cc1OC	.	10%	-1%	30%[activator]	-1.1%	-4%	3%	-8%
CC(=O)N1CCC2(CCCN(c3ccccc3)C2)CC1	-3%	.	.	13%	.	-1%	-6%	14%
Cc1nn(-c2ccccn2)c2nc(-c3cccs3)cc(C(=O)NCc3ccco3)c12	.	?	?	18%[38.3 µM]	0.0%	2%	-2%	16%
CSc1ccc(S(=O)(=O)N2CCN(Cc3ccc4c(c3)OCO4)CC2)cc1	7%	-21%	-2%	8%	-1.0%	-2%	-3%	2%
c1ccc(-c2nnsc2Sc2ccccn2)cc1	-11%	-29%	-1%	7%	-2.7%	2%	-2%	7%
COc1cc(C(=O)Nc2ccc(S(=O)(=O)N3CCOCC3)cc2)c([N+](=O)[O-])cc1OC	.	-28%	-2%	-10%	-1.2%	.	-3%	-1%
Cn1c(SCc2ccc(Br)cc2)nnc1-c1ccccn1	.	-1%	3%	.	3.9%	.	-4%	-1%
COC(=O)c1sc2nc(-c3ccco3)ccc2c1N	6.3µM*	-4%[46.1 µM]	?	-25%[38.3 µM]	-0.1%	?	-27%	-20%
COc1ccc(-c2[nH]ncc2CN(C)Cc2nonc2C)c(OC)c1	.	4%	6%	.	-0.6%	.	-2%	-1%
CN(/N=C/C=C/c1ccccc1)c1cc(=O)n(C)c(=O)[nH]1	10%	-2%	?	1%	0.0%	0%	-8%	-1%
c1ccc(-c2nnc(NC3=NCCC3)o2)cc1	8.9µM*	7%	5%	-2%	-0.8%[10.1 µM]	?	i	5%
CCOc1ccccc1CN1C(=O)NC(C)(c2ccccc2)C1=O (stereo not given)	-3%	-25%[46.1 µM]	3%	22%[38.3 µM]	0.0%	5%	-3%	-3%
O=C(Nc1ccc(Cl)cc1)C1C2CCC3C(CCC21)C3(Cl)Cl (stereo not given)	-10%	-20%[46.1 µM]	-3%	24%[38.3 µM]	-0.9%	-3%	-19%	2%
CS(=O)(=O)N1CCC(C(=O)NCc2ccc(F)cc2Cl)CC1	-3%	-6%[46.1 µM]	6%	17%[38.3 µM]	0.9%	-4%	-1%	5%
CCCCCn1c(CCC(=O)Oc2ccccc2OC)nc2c1c(=O)[nH]c(=O)n2CCCC	4%	?	4%	13%[38.3 µM]	-1.5%	3%	i	10%
Cc1cc(Cl)ccc1OC(C)C(=O)NCCCCc1ccccc1 (stereo not given)	6%	-10%[46.1 µM]	5%	38%[activator][38.3 µM]	-2.1%	-4%	i	-5%
COc1cc(NC(=O)c2ccco2)c(C(=O)OCC(=O)c2c[nH]c3ccccc23)cc1OC	-26%	6%	?	11%	5.2%	1%	-5%	-1%
CCN1CCN(C(=O)c2cc3cc4ccc(OC)cc4nc3s2)CC1	-10%	-10%[46.1 µM]	?	33%[38.3 µM]	1.5%	17%	-3%	-1%
O=C(COc1cccc(Cl)c1)N/N=C\c1cc2ccccc2nc1Cl	-2%	-16%	?	-4%	5.9%	5%	i	2%
Cc1ccc2sc3ccc(NC(=O)c4ccccc4Cl)cc3c(=O)c2c1	-9%	-29%[46.1 µM]	?	?	1.8%	-4%	-1%	8%
COc1ccc(/C=C/c2cc(O)cc(O[C@H]3OC(CO)C(O)C(O)C3O)c2)cc1 (stereo not given in full)	5%	.	-8%	2%	-0.3%	-5%	-1%	4%
COc1cc(OC)cc(N2C(=O)CSCC2=O)c1	.	4%	10%	.	1.1%	.	i	-4%
Cc1ccc(NC(=O)C(=O)C2C(=O)Nc3ccccc32)cc1 (stereo not given)	.	15%	?	.	-0.3%	.	3%	3%
Cc1c(N2C(=O)CS/C2=N\N=C\c2ccccc2O)c(=O)n(-c2ccccc2)n1C	0%	-4%[46.1 µM]	-6%	11%[38.3 µM]	1.0%	3%	i	12%
O=S(=O)(c1cnccc1N1CCN(/N=C/c2ccc(Br)cc2)CC1)N1CCCCC1	-18%	-11%[46.1 µM]	0%	4%[38.3 µM]	-1.2%	-1%	-16%	-11%
CC(=O)Oc1ccccc1C1C[C@]2(C)CC(=O)NC2N1C(C)=O (stereo not given in full)	.	-12%	3%	0%	-0.1%	.	i	5%
O=C(NCc1ccccc1)c1csc(-c2cccnc2)n1	.	-20%	-5%	.	-2.6%	.	-14%	7%
C=CCN(CC=C)C(=O)C(=O)c1ccn(-c2c(C)csc2C(=O)OC)c1	.	6%	0%	8%	-0.1%	.	i	2%
C/C(Cc1ccccc1)=N\NC(=O)CNC(=O)c1cccc(Br)c1	-7%	11%	5%	-2%	0.0%	-1%	i	0%
CC[n+]1ccccc1/C=C/c1ccc(N(C)C)cc1	-54%[inhibitor]	-48%	-13%	32%[activator]	16µM*	-10%	79%[activator]	153%[activator]
O=C(Nc1ccc2c(c1)CCC2)C1CCN(c2ncccn2)CC1	-24%	-24%[46.1 µM]	?	-6%[38.3 µM]	2.2%	-5%	-9%	-1%
S=C(Nc1ccc(Cl)cc1Cl)NC1CCN(Cc2ccccc2)CC1	-19%	-8%	-4%	-1%	-3.0%	-1%	-9%	12%
Nn1c(Cc2cccc3ccccc23)n[nH]c1=S	-7%	-5%	-17%	2%	12%	2%	-3%	-5%
CCOC(=O)c1c(NC(=O)c2ccno2)c2cc([N+](=O)[O-])ccc2n1C	.	7%	9%	.	1.1%	.	-5%	17%
C/C(=N\OC(=O)c1ccccc1)c1cc(-c2ccc(Cl)cc2)no1	?	2%[46.1 µM]	-2%	-1%[38.3 µM]	-1.3%	-1%	19%	-17%
Cc1ccc(CNC(=O)Nc2cccc(C)c2)cc1	?	-1%	-6%	4%	1.6%	-1%	i	2%
